Bioassay records from PubChem BioAssay.
p-CIP stab down = compounds decreasing mouse p/CIP protein stability; decrease of EGFP signal, % at 10 µM; F442A p/CIP-EGFP cells, EGFP fluorescence, 16 h; actives 0.01% (n = 290,000); Q05BA5; AID 1984;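 active = EGFP signal decrease of at least 30% at 10 µM or well 3 SD below plate mean, unless failing retest; inactive = the rest, including hits failing retest or dose response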; note: some compounds called inactive have numbers as strong as hits; many of its hits are not listed in these tables
NS3 helicase inh = blocks Hepatitis C virus NS3 helicase unwinding; inhibition, % at 10.9 µM; actives 0.56% (n = 290,000); AID 1800; NS3 helicase DNA unwinding, Cy5 molecular beacon fluorescence;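 active = inhibition above the mean of all tested compounds plus 3 SD, set per campaign, cut at about 35% in these data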;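 note: 0% = DMSO wells and 100% = thioflavine S control wells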
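Assay system: hepatitis C virus NS3 helicase domain fragment enzyme. Also added: annealed dual-labelled DNA beacon duplex, ATP-started. Timing: 1 h reaction at 25 °C, ATP-initiated. Technique: Cy5 fluorescence at 0 and 60 min, beacon hairpin quenching. Evaluation: % inhibition of unwinding. Replication: one well per compound.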
IMP-1 inhibitor = blocks Pseudomonas aeruginosa IMP-1 metallo-beta-lactamase | purified IMP-1, nitrocefin hydrolysis, epi-absorbance fluorescence | inhibition, % at 5.6 µM | actives 0.45% (n = 290,000) | AID 1556;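 active = inhibition above the mean plus 3 SD of all compounds in the same screening run, cut at about 4.5% in these data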;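 note: 0% = IMP-1 with DMSO and 100% = DMSO wells lacking enzyme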
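Assay system: purified recombinant IMP-1 beta-lactamase. Input: IMP-1 0.2 nM before substrate addition. Buffer or medium: Zinc- and detergent-supplemented HEPES buffer, pH 7.1. Schedule: 25 °C, 15 min preincubation, 25 min reaction. Signal: Epi-absorbance fluorescence, 480 nm excitation, 530 nm emission. Evaluation: percent inhibition from optical density relative to buffer-blank wells.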
IDE cell inh = inhibitors of human insulin-degrading enzyme in cells; inhibition, % at 5.59 µM; HEK cells, FAbetaB cleavage, fluorescence polarization; actives 0.41% (n = 320,000); P14735;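 active = percent inhibition above the average of all tested compounds plus 3 SD, set per screening campaign, cut at about 16% in these data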;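 note: IDE supplied by intact live HEK cells; FP after avidin binding of uncleaved biotin substrate so inhibition keeps polarization high; 0% = DMSO wells and 100% = 60 µM reference IDE inhibitor Ii1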
Target sequence (P14735 whole entry, looked up): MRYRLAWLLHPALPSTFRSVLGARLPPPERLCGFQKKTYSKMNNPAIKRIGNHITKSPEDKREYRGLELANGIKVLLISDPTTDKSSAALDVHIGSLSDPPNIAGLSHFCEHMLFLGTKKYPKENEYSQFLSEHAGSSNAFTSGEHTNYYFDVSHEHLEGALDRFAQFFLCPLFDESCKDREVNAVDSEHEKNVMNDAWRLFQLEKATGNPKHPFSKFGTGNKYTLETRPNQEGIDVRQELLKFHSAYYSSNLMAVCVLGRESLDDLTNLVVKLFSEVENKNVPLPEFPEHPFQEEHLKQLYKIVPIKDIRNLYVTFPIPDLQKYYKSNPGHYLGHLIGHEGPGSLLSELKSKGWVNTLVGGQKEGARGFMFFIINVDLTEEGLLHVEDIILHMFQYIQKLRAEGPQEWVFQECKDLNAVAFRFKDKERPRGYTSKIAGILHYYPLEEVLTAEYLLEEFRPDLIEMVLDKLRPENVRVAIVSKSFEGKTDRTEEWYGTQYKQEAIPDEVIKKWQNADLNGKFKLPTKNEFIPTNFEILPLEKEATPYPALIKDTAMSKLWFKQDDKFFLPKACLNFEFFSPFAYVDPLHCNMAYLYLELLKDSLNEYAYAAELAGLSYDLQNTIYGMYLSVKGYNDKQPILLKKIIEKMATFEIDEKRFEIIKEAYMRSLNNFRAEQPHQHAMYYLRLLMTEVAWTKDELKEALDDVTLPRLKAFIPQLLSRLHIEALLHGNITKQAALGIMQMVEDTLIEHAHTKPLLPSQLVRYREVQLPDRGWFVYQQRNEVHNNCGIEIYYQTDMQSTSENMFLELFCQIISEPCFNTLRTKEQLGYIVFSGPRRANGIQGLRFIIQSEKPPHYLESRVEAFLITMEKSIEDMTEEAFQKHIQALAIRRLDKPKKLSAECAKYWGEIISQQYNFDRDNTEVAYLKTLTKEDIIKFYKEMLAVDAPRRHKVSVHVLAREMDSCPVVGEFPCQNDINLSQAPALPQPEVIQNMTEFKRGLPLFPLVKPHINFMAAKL
IDE act = boosts human insulin-degrading enzyme activity in HEK cells; P14735; FAbeta-B cleavage, fluorescence polarization; 0% vehicle, 100% cell-free pure enzyme wells; activation, % at 5.96 µM; actives 0.073% (n = 340,000); AID 493087;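 active = activation above the mean of all tested compounds plus 3 SD, set per screening campaign, cut at about 17% in these data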
UBC9 SUMO inh = inhibitors of human SUMOylation (UBC9); HTRF SUMOylation assay, SAE1/SAE2 + UBC9, in vitro; actives 0.36% (n = 290,000); AID 2006; inhibition, % at 35 µM; P63279; in the data active = inhibition above about 50%, passing the limit was not always enough; note: strong numbers were not always called active
CRFR2-BP antag = antagonists of CRF-binding protein/CRF-R2 receptor complex. HEK293 CRF-R2/CRF-BP, CRF-induced calcium fluorescence. inhibition, % at 11.8 µM. actives 0.59% (n = 350,000). AID 588475;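 active = inhibition of the ligand-induced calcium signal above about 50% at the single tested concentration, limit read from the data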
GalR3 antagonist = blocks the human galanin receptor 3. HEK293 GalR3-CNG cAMP membrane potential fluorescence; galR3 body fused to GalR1 C-terminus. AID 651719. actives 0.44% (n = 360,000). inhibition, % at 3 µM. O60755;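 active = inhibition above the screen-wide average plus 3 SD, cut at about 13% in these data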;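 note: forskolin and galanin both at EC90 stimulate the cells; cAMP rise reported by CNG channel membrane potential dye signal; 0% = forskolin plus galanin with DMSO and 100% = forskolin alone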
VIM-2 inh = inhibitors of Pseudomonas aeruginosa VIM-2 metallo-beta-lactamase; purified VIM-2, nitrocefin hydrolysis, epi-absorbance fluorescence; inhibition, % at 5.6 µM; actives 0.89% (n = 290,000); AID 1527;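 active = inhibition above the mean of all tested compounds plus 3 SD, cutoff set per screening run, cut at about 7.5% in these data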;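 note: red hydrolysis product quenches plate fluorescence so inhibitors raise well fluorescence; 0% = enzyme with DMSO and 100% = DMSO without enzyme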
The depositor's hits bear a star; · = no result given.

The opening 2 records as a preview:
GalR3 antagonist	UBC9 SUMO inh	IDE act	VIM-2 inh	IMP-1 inhibitor	IDE cell inh	NS3 helicase inh	CRFR2-BP antag	molecule	p-CIP stab down
6	·	0	-1.8	-2.9	-1	7	21	O=C1C(C2=NC(c3ccccn3)C3C(=O)N(c4ccc(Cl)cc4Cl)C(=O)C23)=C(O)c2ccccc21 (centres undefined)	-1
-7	8	1	-1.7	-1.6	1	9	10	COCCNC(=O)C(=O)Nc1cc2c3c(c1)CCC(=O)N3CCC2	14

The listing, from the first entry:
GalR3 antagonist	UBC9 SUMO inh	IDE act	VIM-2 inh	IMP-1 inhibitor	IDE cell inh	NS3 helicase inh	CRFR2-BP antag	molecule	p-CIP stab down
6	·	0	-1.8	-2.9	-1	7	21	O=C1C(C2=NC(c3ccccn3)C3C(=O)N(c4ccc(Cl)cc4Cl)C(=O)C23)=C(O)c2ccccc21 (centres undefined)	-1
-7	8	1	-1.7	-1.6	1	9	10	COCCNC(=O)C(=O)Nc1cc2c3c(c1)CCC(=O)N3CCC2	14
0	-6	6	-0.2	-0.6	-1	-15	43	CSc1cccc(CNC(=O)C2CCC(=O)N(Cc3cccc(C(F)(F)F)c3)C2)c1 (centres undefined)	-19
1	-4	4	-0.1	-1.6	-2	3	7	CC(=O)c1ccc(N2CCN(S(=O)(=O)c3ccc4c(c3)NC(=O)CC(=O)N4)CC2)cc1	6
3	-18	0	-3.6	-6.7	4	-8	4	COc1ccc(-c2nc(-c3ccccc3)c(-c3cccs3)[nH]2)cc1OC	-10
-1	5	0	-3.0	-2.8	3	36*	-10	CCCCCCCc1nn2c(=O)cc(O)nc2s1	7
-6	30	6	-1.0	-3.9	-2	12	16	CCCCCn1c(=NC(C)=O)c(C#N)cc2c(=O)n3ccccc3nc21	-15
-3	9	-2	-2.3	-1.2	0	12	1	CC(C)CCN(CC(=O)NC(C)(C)C)C(=O)C(=O)Nc1ccc2c(c1)OCCO2	-10
·	-4	0	-1.1	-2.3	0	-8	7	Cc1ccc2cccc(S(=O)(=O)N3CCN(c4cccc(Cl)c4)CC3)c2n1	-5
-1	-2	4	-3.0	-3.5	2	6	0	Nc1ncnc2nc(SCCOc3ccc(Cl)cc3)[nH]c12	-1
-8	-76	1	-4.2	-2.8	-4	2	6	O=C(N/N=C/c1cccc2cccnc12)c1ccccc1O	-19
-5	-20	-1	-1.4	-2.3	-1	-4	11	COc1ccc(NC(=O)Cc2c[nH]c3ccccc23)cc1S(=O)(=O)N1CCCCC1	-12
-1	3	0	-4.5	-2.6	-1	0	7	O=C(Cn1cc(C(F)(F)F)ccc1=O)N/N=C/c1cccc(Cl)c1Cl	-8
-8	-5	0	-2.4	-5.5	2	5	-10	CCCCC(C(=O)NC1CCCC1)N(Cc1ccco1)C(=O)Cn1nnc(-c2ccc(F)cc2)n1 (centres undefined)	-10
-11	-2	-1	-4.9	-4.1	-7	1	26	CC(C)n1nc(C(=O)Oc2cc(Cl)ccc2Cl)c2ccccc2c1=O	-5
·	-10	0	0.1	-0.2	7	13	-12	Cc1cccc(C)c1N=Cc1c(O)n(-c2nccs2)c(=O)c2ccccc12	-1
-1	2	4	-5.5	-6.2	-4	-2	-1	CC(C)Sc1nnc([C@@H]2CCCN2C(=O)OC(C)(C)C)o1	-12
-4	-12	6	-3.4	-2.6	-2	-4	-24	CCOc1ccc(/C=N/NC(=O)c2csc(C)c2C)c(OCC)c1	-1
-7	-1	2	0.8	1.2	3	-8	-7	CC(=O)N1CCN(c2ccc(NC(=O)c3cccc(C)c3)cc2)CC1	2
-2	·	4	·	·	-9	·	-3	CCc1noc(C)c1C(=O)N(C)CC(=O)Nc1ccc(Br)cc1C	·
-1	12	-3	-3.8	-3.0	5	-2	-4	CCOC(=O)CSC1=C(C#N)C(c2ccccc2C)C2=C(CCCC2=O)N1 (centres undefined)	-3
-5	13	-1	-2.5	-2.1	-2	10	3	COc1ccc(C)cc1S(=O)(=O)NC1CCCCCC1	-10
-2	3	5	-1.1	-3.8	1	1	3	Cc1ccc(C)c(S(=O)(=O)N2CCCOC2CNC(=O)C(=O)NCc2cccs2)c1 (centres undefined)	4
-2	13	3	0.0	-1.7	-3	3	14	O=C(Cn1cnc2c(oc3ccccc32)c1=O)N1CCN(c2ccccc2)CC1	9
-1	·	-2	·	·	1	·	0	Cc1cc(C(=O)N2CCN(S(=O)(=O)c3ccc(F)c(Cl)c3)CC2)c(C)o1	·
-1	10	1	-2.8	-2.0	·	1	-20	CCc1nnc(NC(=O)c2ccc(F)c(S(=O)(=O)N3CCCCC3)c2)s1	-14
-1	1	2	2.6	0.9	-1	12	8	N#Cc1c(N2CCCC2)ccc(Br)c1Cl	-4
7	30	-2	1.5	-0.6	-1	42*	2	COc1ccc(/C=C2/S/C(=N/S(=O)(=O)Cc3ccccc3)NC2=O)cc1OC	1
-8	-12	1	-1.3	-3.1	8	-18	-1	CC(C)Cc1nc2sc3c(c2c(=O)n1N)CC(C(C)C)OC3 (centres undefined)	6
1	-3	2	-0.7	-2.9	0	-5	-2	Cc1nn2c3ccccc3n(Cc3ccccc3)c2nc1=O	-2
-4	5	3	0.7	-2.0	1	-6	-8	CNC(=O)c1ccc(=O)n(Cc2cccc(C(F)(F)F)c2)c1	-4
·	0	-1	0.9	-0.6	-5	-3	-2	O=C(CN(Cc1ccc(Cl)c(Cl)c1)S(=O)(=O)c1ccccc1)N/N=C\c1ccc2c(c1)OCO2	1
·	22	·	0.0	-4.3	3	-1	12	Cc1c(C)c2cc(Cl)c(O)c(CN3CCCCC3)c2oc1=O	-3
3	-7	0	-0.6	-2.6	0	6	-2	O=C1CN(C(=O)COC(=O)C23CC4CC(CC(O)(C4)C2)C3)c2ccccc2N1	-10
1	·	-1	·	·	1	·	12	Cc1ccc(S(=O)(=O)N2CCC(C(=O)OCC(=O)N3CCC(C)CC3)CC2)cc1C	·
7	4	-3	-2.8	-1.7	-6	-1	3	CCc1nnc(NC(=O)Cc2c[nH]c3ccccc23)s1	4
1	-23	1	-4.9	-3.6	4	3	16	Oc1[nH]c2ccccc2c1N=NC(=S)NCC1CCCO1 (centres undefined)	-15
-6	23	-1	-1.6	-1.5	-1	3	-10	CCn1c(SCC(=O)NC2CCCCC2C)nnc1-c1ccc(OC)cc1 (centres undefined)	8
0	·	6	·	·	6	·	-6	NC(=O)c1ccsc1NC(=O)CN1C(=O)NC2(CCCCC2)C1=O	·
3	11	3	·	·	-3	·	-4	Cc1nnc(SCC(=O)c2c(N)n(C)c(=O)n(C)c2=O)[nH]c1=O	-14
-2	1	1	-2.1	-1.0	2	-9	-8	O=C(CSc1nnc2c(Cl)cc(C(F)(F)F)cn12)N(Cc1ccccc1)Cc1ccccc1	-7
-2	-1	-3	-1.4	-2.3	2	10	19	CC(=O)N(c1ccc(Cl)cc1)c1nc(C)cc(C)c1C#N	-9
-1	8	8	-0.2	3.2	5	4	-5	Cc1nc2ncnn2c(C)c1CCC(=O)O	-2
-6	-18	1	-1.2	-1.3	2	-11	-1	CCOc1ccccc1NC(=O)CN1CCC(NC(=O)c2ccccc2C)CC1	4
-9	1	-4	-0.7	-3.0	2	2	-18	Cc1ccc(S(=O)(=O)NCC(=O)N(CC(=O)NC(C)(C)C)Cc2ccc3c(c2)OCO3)cc1	-4
-3	71*	-6	-2.0	-2.1	3	-4	-7	Cc1ccc(C(C[N+](=O)[O-])c2c(C)[nH]n(-c3ccccc3)c2=O)cc1 (centres undefined)	-10
4	12	-2	-4.0	-4.2	5	3	9	Cc1cc(NS(=O)(=O)c2ccc(NC(=O)COc3c(C)cc(Br)cc3C)cc2)no1	-3
-3	-3	2	-3.0	-3.0	-1	-2	-7	CC(C)(C)c1cc(NC(=O)c2cccc(S(=O)(=O)N3CCOCC3)c2)no1	-1
-3	-5	0	-2.5	-2.5	0	17	20	CN(C)C(=O)COn1c(SCC(=O)N(C)C)nc2ccccc2c1=O	-2
-6	-17	6	-0.1	-2.3	7	-2	-7	O=C(Nc1cccc2ncccc12)c1ccco1	-1
-3	5	-3	-1.6	-1.7	-1	5	7	COc1cccc(N(CC(=O)NCc2ccco2)C(=O)CCC(=O)Nc2nccs2)c1	-11
0	-20	5	3.0	-1.3	3	0	-13	CC(C#N)On1c(SC(C)C#N)nc2ccccc2c1=O (centres undefined)	5
2	-9	0	-1.6	-2.6	0	-7	11	Cc1ccc(C(=O)NCC(=O)OCC(=O)c2ccc(C)c([N+](=O)[O-])c2)cc1	4
·	2	3	-4.8	-4.0	2	1	-11	CCCCOC(=O)Cn1c(=O)oc2ccc(C)cc21	-5
-9	0	1	-1.0	-2.3	-2	0	-12	O=C(Nc1nc2ccccc2s1)c1ccc(F)cc1	7
-3	-11	4	-0.8	-2.3	·	8	7	CCOC(=O)C1CCCN(C/C=C/c2ccccc2)C1 (centres undefined)	6
2	9	0	-1.5	-2.5	0	0	9	C=CCNC(=O)COc1ccc(Oc2ccccc2)cc1	0
-2	·	-6	·	·	-4	·	-4	Cc1csc(NC(=O)c2ccc(C)s2)n1	·
·	43	·	2.1	-1.1	·	-5	·	CC(C)Sc1n[nH]c2nc3c(c(=O)n12)C1(CCCC1)Cc1ccccc1-3	-1
-7	·	-4	·	·	4	·	12	Cc1nc(C)c(C(=O)OCC(=O)NCc2ccccc2Cl)s1	·

Next section
GalR3 antagonist	UBC9 SUMO inh	IDE act	VIM-2 inh	IMP-1 inhibitor	IDE cell inh	NS3 helicase inh	CRFR2-BP antag	molecule	p-CIP stab down
-8	25	4	-1.2	-2.9	2	0	-29	COCc1cc(N2CCCC2)nc(-c2ccccc2)n1	-12
-3	-2	7	-3.4	-1.1	6	-2	-7	O=C(NCCCn1ccnc1)C(Cc1ccc([N+](=O)[O-])cc1)N1C(=O)c2ccccc2C1=O (centres undefined)	-11
2	11	4	-0.8	-1.2	2	7	0	COc1ccccc1/C=C(/NC(=O)c1ccccc1)C(=O)NCCCn1ccnc1	1
·	5	1	-0.1	-2.0	2	6	-16	Cc1cc(=O)n(CC(=O)NC2CC2)c2c1c(C)nn2-c1ccccc1	5
1	·	2	·	·	-3	·	-3	CCCN(CC(=O)Nc1ccccc1C)C(=O)c1ccc(N2CCCC2)c([N+](=O)[O-])c1	·
-4	-20	4	-3.6	-2.2	-11	2	-1	Cc1oc2ccc(NS(=O)(=O)c3ccc(C(C)(C)C)cc3)cc2c1C(=O)Nc1ccccc1	-15
-2	-8	-2	0.1	-2.1	-4	5	7	COc1cccc(CN2CC(C(=O)NCc3cnn(C)c3)CCC2=O)c1 (centres undefined)	6
-5	3	1	-2.1	-1.6	-2	-4	30	Cc1cccc(NC(=S)NCc2ccc(F)cc2)c1	-14
-2	-3	8	·	·	3	·	8	CC1CCN(C(C(=O)Nc2ccc3c(c2)OCO3)c2ccccc2)CC1 (centres undefined)	0
-1	7	3	-1.3	-0.7	-5	-5	4	CCn1c(CSCc2ccc(C)cc2)nnc1SCC(=O)NCc1ccccc1	-16

Not a hit list; about 3.2% have a hit in one of these screens.
